Source: PubChem (several laboratories)
GPR7 antag: human neuropeptides B/W receptor 1 antagonism. P48145. 290,000 compounds, 1.1% hits. GPR7-expressing cells, fluorescence antagonist assay. AID 1861. inhibition, % at 4.4 µM; in the data active means inhibition above about 16%, passing the limit was not always enough;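 further: cells stimulated with the agonist NPW; 0% = agonist with vehicle and 100% = vehicle without agonist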
OXTR ag: activates the human oxytocin receptor; 320,000 compounds, 0.32% hits; CHO-OTR cells, Fluo-8 calcium fluorescence; normalized: DMSO 0%, oxytocin 100%; P30559; activation, % at 3 µM;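 active means activation above the mean of all tested compounds plus 3 SD, cutoff set per screening run, cut at about 20% in these data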;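 further: peak over basal fluorescence ratio from a 100 s FLIPR kinetic read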
MEKK2mut PB1 HTS: signal of MEK5 binding to mutant human MEKK2 PB1 domain | 290,000 compounds, 0.35% hits | bead flow cytometry, Alexa488-MEK5 binding to MEKK2 mutant | percent response, % at 10 µM; in the data active means percent response above about 24%, passing the limit was not always enough; further: inactives centre near 1; some results filed as inactive read as strong as hits; reference of the scale not given here
MEKK3 PB1 HTS: modulators (inhibitors or enhancers) of MEK5 binding to human MEKK3 PB1 domain. Q99759. bead-based flow cytometry, Alexa488-MEK5 binding to MEKK3; actives lie on both sides; 0 = blocked by unlabeled MEK5, 100 = vehicle. binding response (% of control), % at 10 µM. 290,000 compounds, 1.4% hits;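 active means binding response more than 3 SD above or below the average of its plate-row segment, actives on both sides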;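 further: Alexa488 bead fluorescence after subtracting the streptavidin-only scavenger bead signal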
Target sequence (Q99759 whole entry, looked up, the tested form may be a part): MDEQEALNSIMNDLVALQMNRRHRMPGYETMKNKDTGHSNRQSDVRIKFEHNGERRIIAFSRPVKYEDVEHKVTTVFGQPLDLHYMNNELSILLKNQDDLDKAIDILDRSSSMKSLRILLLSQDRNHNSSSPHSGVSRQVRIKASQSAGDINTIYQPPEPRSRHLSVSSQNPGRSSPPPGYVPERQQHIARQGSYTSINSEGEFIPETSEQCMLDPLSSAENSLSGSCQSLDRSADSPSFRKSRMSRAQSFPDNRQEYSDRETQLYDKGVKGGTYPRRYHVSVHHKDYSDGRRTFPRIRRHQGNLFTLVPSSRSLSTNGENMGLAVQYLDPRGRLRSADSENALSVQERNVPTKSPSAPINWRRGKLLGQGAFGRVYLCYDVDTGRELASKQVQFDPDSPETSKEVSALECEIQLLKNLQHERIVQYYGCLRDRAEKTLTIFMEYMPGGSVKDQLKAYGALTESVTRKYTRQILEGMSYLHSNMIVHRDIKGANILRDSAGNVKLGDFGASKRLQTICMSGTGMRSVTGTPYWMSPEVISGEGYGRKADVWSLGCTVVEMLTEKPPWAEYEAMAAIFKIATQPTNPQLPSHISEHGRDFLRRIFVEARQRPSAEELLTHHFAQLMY
MEKK2wt PB1 HTS: raises or lowers MEK5 binding to wildtype human MEKK2 PB1 domain | 290,000 compounds, 1.1% hits | binding response (% of control), % at 10 µM | bead flow cytometry, Alexa488-MEK5 binding to MEKK2 WT; actives lie on both sides; in the data active means binding response below about 67% or above about 130%
NALP1 inh: NALP1 inhibition; S. cerevisiae NALP1/ASC/caspase-1 growth, X-gal OD620, 72 h; inhibition, % at 10 µM; 280,000 compounds, 0.61% hits; AID 2071; in the data active means inhibition mostly above about 24%, no sharp cut-off; inactive means mostly below about 32%; further: some compounds called inactive have numbers as strong as hits
PHOSPHO1 inh: PHOSPHO1 (human) inhibition | 290,000 compounds, 1.1% hits | recombinant PHOSPHO1, absorbance phosphatase assay | inhibition, % at 13.3 µM; in the data active means inhibition above about 60%
Target sequence (Q8TCT1 whole entry, looked up): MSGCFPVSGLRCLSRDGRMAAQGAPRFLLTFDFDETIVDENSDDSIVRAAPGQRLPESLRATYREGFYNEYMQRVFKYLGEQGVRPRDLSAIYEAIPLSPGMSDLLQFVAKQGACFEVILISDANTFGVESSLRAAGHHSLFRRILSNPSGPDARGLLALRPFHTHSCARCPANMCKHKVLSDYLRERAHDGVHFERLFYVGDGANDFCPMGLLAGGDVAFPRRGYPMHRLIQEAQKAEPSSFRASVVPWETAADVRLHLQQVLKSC
GalR3 antagonist: antagonists of human GalR3; inhibition, % at 3 µM; O60755; HEK293 GalR3-CNG cAMP membrane potential fluorescence; galR3 body fused to GalR1 C-terminus; 360,000 compounds, 0.44% hits;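 active means inhibition above the screen-wide average plus 3 SD, cut at about 13% in these data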;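 further: forskolin and galanin both at EC90 stimulate the cells; cAMP rise reported by CNG channel membrane potential dye signal; 0% = forskolin plus galanin with DMSO and 100% = forskolin alone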
V1R ag counter: V1a receptor agonism, counter-screen for OXTR agonists. CHO-V1R cells, Fluo-8 calcium fluorescence, agonist mode; 0% DMSO, 100% 3 nM vasopressin. activation, % at 3 µM. 320,000 compounds, 0.25% hits;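 active means activation above the mean activation of all tested compounds plus 3 SD, per screening run, cut at about 20% in these data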;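 further: signal is peak over basal fluorescence ratio across a 100 second FLIPR read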
The depositor's hits bear a star; · = no result given; & = joins results of further samples; [ ] = dose if it differs, or a comment. An unsorted share of the library; 5.4% or so of the library scored in one or more.

SMILES	GPR7 antag	OXTR ag	MEKK2mut PB1 HTS	MEKK3 PB1 HTS	MEKK2wt PB1 HTS	NALP1 inh	PHOSPHO1 inh	GalR3 antagonist	V1R ag counter
Cc1ccc(C2CC(c3cccs3)=NN2C(=O)CSC2=NCCS2)cc1 (configuration not stated)	-10	2.2	-2	99	93	12	-8	3	2.5
CCCOc1ccccc1C(=O)Nc1ccc(S(=O)(=O)N2CCN(C)CC2)cc1	-1	3.2	13	101	111	6	-18	-4	3.0
COC(=O)CN(n1cnnc1)S(=O)(=O)c1ccccc1Cl	5	0.8	-1	107	105	20	3	-5	1.4
CC(C)(C)c1ccccc1OCCOCCSc1ncccn1	-3	-2.8	-2	97	101	21	-2	-1	-0.2
CN(C)/C=N/C(=S)Nc1ccc(Br)cc1F	-3	1.1	0	98	102	-1	35	0	1.8
COc1cccc(OC)c1C(=O)OCC(=O)NC(=O)NCc1ccccc1	5	-1.7	-9	105	88	4	13	-6	-1.2
CCN(CC(=O)N1CCCC1)S(=O)(=O)c1ccc(Br)cc1	-7	0.5	9	107	115	9	19	-5	-0.6
CC(C)(C)OC(=O)CNC(=O)c1nc[nH]c1C(=O)NCc1ccccc1	-1	1.7	-9	99	100	10	-2	-4	1.1
Cn1cnnc1SC1CCCCC1NS(=O)(=O)c1ccc(Cl)cc1 (configuration not stated)	-14	1.2	4	108	104	21	4	-7	1.2
CCN(CC)S(=O)(=O)c1cc(C(=O)Nc2cc(Cl)ccc2N2CCN(C)CC2)ccc1Cl	7	1.1	24	109	161*	18	10	-3	2.6
Cc1nn(-c2ccccc2)c(Cl)c1C1C(C#N)=C(N)Oc2n[nH]c(C)c21 (configuration not stated)	-8	-2.0	12	113	112	0	-18	6	-0.6
NC(=O)CC(NC(=O)c1cccc(Br)c1)c1ccc(N2CCC(N3CCCCC3)CC2)c([N+](=O)[O-])c1 (configuration not stated)	-10	-1.0	3	102	104	-3	10	-6	-0.9
COCCCN1C(=O)C(O)=C(C(=O)c2ccco2)C1c1cccc(Br)c1 (configuration not stated)	-4	0.7	1	100	103	4	14	1	0.0
Cc1ccc(CN2CC(C(=O)NCCCSc3ccccc3)CC2=O)cc1 (configuration not stated)	-7	-1.2	12	105	106	8	18	2	5.2
O=C(/C=C/c1ccco1)N(Cc1ccc(F)cc1)C1CCS(=O)(=O)C1 (configuration not stated)	6	-0.9	-17	59*[inhibitor]	63*[inhibitor]	3	32	-7	0.2
COc1ccc(C(=O)OCCN2CCOCC2)cc1OC	-15	0.4	-2	100	100	-3	-2	4	1.7
CSc1nnc2c3cc(F)ccc3n(Cc3ccccc3)c2n1	·	-0.8	-11	80	86	7	-34	-6	0.7
Clc1ccc(/C=N/N2CCN(Cc3ccccc3)CC2)cc1	-15	-2.0	4	107	112	-6	-13	3	-0.2
COc1ccc(CCN(Cc2nc3ccccc3c(=O)[nH]2)C(=O)c2ccco2)cc1OC	6	-0.5	5	106	111	-2	5	-7	0.4
CCc1cc2ccc(C)cc2nc1SCC(=O)N1CCN(C(=O)c2ccco2)CC1	-6	-1.7	2	102	99	18	-10	-5	-0.9
O=C(O)c1cc(-c2ccco2)nc2ccc(Br)cc12	-7	-0.8&-0.7	16&-2	114&94	118&92	6&19	6&-7	-11	0.6&-0.3
CCOC(=O)c1ccc(-n2c(CCC(=O)O)ccc2-c2ccccc2)cc1	-17	1.0	6	105	110	5	54	-6	1.2
COc1ccc(S(=O)(=O)N(C)CC(=O)Nc2ccccc2OC)cc1	1	-1.0	3	93	96	-5	7	-5	-0.5
O=S(=O)(Nc1nccs1)c1cnc(Cl)c(Br)c1	1	1.4	-2	106	95	22	5	-5	0.3
O=C(CSc1nnc(-c2ccccc2Cl)o1)N1CCCC1	-9	0.7	-3	103	103	-8	-8	-7	-0.2

Continuation.
SMILES	GPR7 antag	OXTR ag	MEKK2mut PB1 HTS	MEKK3 PB1 HTS	MEKK2wt PB1 HTS	NALP1 inh	PHOSPHO1 inh	GalR3 antagonist	V1R ag counter
Cc1ccc(Nc2nnc(SCn3nnc4ccccc4c3=O)s2)cc1	-1	-2.5	5	103	97	25	35	-1	-0.4
Cc1ccc(OCC(=O)N2CCN(S(C)(=O)=O)CC2)cc1	-12	-0.1	2	103	100	·	19	1	0.2
C/C(CC(=O)Nc1ccc(N(C)C)cc1)=N\NC(=O)c1ccc([N+](=O)[O-])cc1	27*	·	-3	96	97	-4	19	-8	·
CN(C)CCn1c(=S)[nH]c2ccccc2c1=O	-11	2.4	5	103	105	32	26	-1	1.3
O=c1cc(O)c2sc3nc(C(F)(F)F)c4c(c3c2[nH]1)CCCCC4	0	-0.1	-3	98	96	13	-13	-3	-0.5
CCc1ccc(NC(=O)C2CCCN(S(=O)(=O)c3ccc4[nH]c(=O)ccc4c3)C2)cc1 (configuration not stated)	-1	0.0	-2	98	99	16	38	-5	0.4
COc1ccc(CNC(=O)CN(C)Cc2ccc(SC)cc2)cc1	1	0.0	-5	104	101	27	28	-11	-0.2
CCCCOCC(O)CN1CCN(C(C)=O)CC1 (configuration not stated)	-2	-0.5	7	108	111	-1	-12	-2	0.2
CC1CCN(S(=O)(=O)c2ccc(NC(=O)Cn3nnc(-c4ccccc4F)n3)cc2)CC1	-9	1.4	-1	95	89	1	-8	1	1.1
Cc1nc(C(=O)NNC(=O)c2ccc(Cl)cc2)c(C(F)(F)F)o1	-11	-0.9	12	108	106	·	41	-5	0.1
Cc1ccccc1N1CCN(C2CCCN(C(=O)c3snnc3C)C2)CC1 (configuration not stated)	-14	0.1	3	98	103	5	22	-1	0.8
COc1ccc(NC(=O)CCC(=O)c2cccs2)cc1S(=O)(=O)Nc1ccccc1Cl	-6	4.1	-3	89	90	27	-3	-5	5.9
COc1ccc(-c2cn3c(C)c(C(=O)N4CCCc5ccccc54)sc3n2)cc1	-12	-1.3	-3	100	95	·	·	·	1.9
COC(=O)c1cc2ccsc2n1Cc1nc(-c2cccc(Cl)c2)oc1C	-5	-0.6	11	111	111	8	-7	2	1.0
CCOC(=O)c1sc(NC(=O)CS(=O)(=O)c2ccc(C)cc2)nc1C	-11	-1.3	-3	102	98	22	0	-7	0.6
O=S(=O)(NC1Cc2ccccc2C1)c1ccccc1	21	·	-1	99	100	9	-2	-8	·
CCOC(=O)C(NC(=O)Cc1ccccc1)(Nc1cc(C)on1)C(F)(F)F (configuration not stated)	-8	-1.8	2	95	101	-59	-10	-3	1.0
COc1ccc(CNS(=O)(=O)c2ccc3oc(C(=O)O)c(C)c3c2)cc1	-7	1.1	2	101	103	5	-20	·	-0.3
CCOC(=O)CNC(=O)CSc1ncnc2c1nnn2-c1ccc(F)cc1	-10	-0.6	3	92	97	-1	-8	8	0.4
COc1ccccc1NC(=O)C1CCCN(c2cnccn2)C1 (configuration not stated)	-16	1.1	3	103	107	12	34	1	0.6
c1ccc(Cc2nnc3n2CCCCC3)cc1	-1	1.2	·	·	·	9	6	-2	0.9
O=C(COC(=O)C1CCCC1)NCc1ccc(Cl)cc1	-6	-2.0	-1	92	99	-27	36	-5	-0.3
O=c1c2ccccc2cnn1-c1ccc(Br)cc1	-10	-1.6	2	103	101	5	-9	-1	-1.4
Cc1ccc2[nH]c(-c3ccccc3)c(CN3CCOCC3)c(=O)c2c1	-3	-3.0	3	99	94	3	3	-1	-1.4
Cc1cc(=O)[nH]c(-c2ccc(Cl)cc2)n1	8	-0.1	-22	80	84	14	6	-6	-0.7

(list continues)
SMILES	GPR7 antag	OXTR ag	MEKK2mut PB1 HTS	MEKK3 PB1 HTS	MEKK2wt PB1 HTS	NALP1 inh	PHOSPHO1 inh	GalR3 antagonist	V1R ag counter
COc1ccc(CNC(=O)COc2cc3c(c4oc(=O)cc(C)c24)CCC(C)(C)O3)cc1OC	9	-0.1	1	103	101	-3	34	-3	-1.1
Cc1cc(Cl)nc(NC(=O)Nc2cccc(Cl)c2)n1	-6	-0.8	-6	97	95	22	16	-8	-0.7
N#CC(Cc1ccccc1OC(F)F)c1nc2ccccc2[nH]1 (configuration not stated)	2	1.6	0	102	100	31	-8	1	4.2
CC1CC(C)CN(C(=O)CSc2nnc(-c3ccc(F)cc3)o2)C1 (configuration not stated)	2	-1.6	-1	93	94	6	-1	0	5.2
CCCOc1cccc(C(=O)Nc2ccc(CN3CCOCC3)cc2)c1	-14	·	4	105	102	-68	25	-10	·
C[C@@H]1CCC2[C@](C)(CO)[C@@H](O)CC[C@]2(C)[C@@]12C[C@](CO)(CC(=O)O)CO2 (some centres not stated)	-5	-0.7	11	106	109	17	7	-8	5.5
COc1ccc(C(=O)NCc2nnc(SCC(=O)Nc3cc(C)on3)o2)cc1OC	-1	1.1	7	106	107	8	15	-1	1.8
COc1ccc(CC(=O)NNC(=O)c2ccccn2)cc1	-16	-0.1	7	103	106	-17	35	-5	1.2
Cc1c(C(=O)N2CCCCC2)c(S(=O)(=O)N2CCC(C)CC2)c(C)n1C	-7	-0.4	4	99	100	6	-8	-3	-0.1
COc1ccc(CC(=O)NNC(=O)c2cccs2)cc1OC	-3	0.9	1	103	94	-7	1	-4	1.0
CNC(=O)CN(c1cc(C)ccc1OC)S(=O)(=O)c1ccc(C)cc1	-9	-0.8	4	103	107	2	-1	-1	0.1
CC1(c2nnc(-c3ccc(F)cc3)o2)CC(c2ccc([N+](=O)[O-])cc2)=NO1 (configuration not stated)	·	0.2	6	99	101	·	22	-2	0.8
O=C(O)C1CCC(CNS(=O)(=O)c2ccccc2)CC1 (configuration not stated)	-8	0.4	2	103	103	10	24	-8	3.5
COc1ccc(S(=O)(=O)NCc2ccc(C)cc2)cc1	3	-1.1	0	101	98	3	-4	-4	-0.5
O=C(NC1CC2CCCC(C1)N2C(=S)NCCc1ccccc1)C1CC1 (configuration not stated)	7	0.2	-4	93	95	2	26	-5	-0.6
CSc1ccc(CN2CCC(N3CC(C)OC(C)C3)CC2)cc1 (configuration not stated)	0	-0.3	3	109	108	19	29	-4	0.2
CCSc1nc2c(c(=O)n1-c1ccc(F)cc1)SCC2	-1	-1.9	1	93	101	10	-10	-3	-1.6
O/N=C/c1ccc2cccc(OCc3ccccc3)c2n1	2	0.4	5	100	103	6	34	-11	2.2
COCCCNC(=O)c1ccc(-c2csc(C)n2)cc1	4	0.2	-13	87	76	9	-1	-2	-0.1
CC1CCN(S(=O)(=O)c2ccc(NC(=O)N3c4ccccc4Sc4ccccc43)cc2)CC1	-15	-0.4	-1	96	92	33	-3	-5	0.0
CCOC(=O)C(NS(=O)(=O)c1ccc(Br)cc1)C(C)C (configuration not stated)	3	-1.7	7	108	112	6	13	·	-1.8
CCc1ccccc1S(=O)(=O)Cc1ccc(C(=O)NC(C)C)o1	-14	-0.7	1	103	102	·	·	0	-0.5
CC(C)(C)OC(=O)N[C@@H](Cc1ccccc1)c1nnc(S(=O)(=O)Cc2cccc(F)c2)o1	21	-1.4	12	106	100	-1	-10	·	-0.2

3 of the entries above in order of their number in PHOSPHO1 inh, high to low:
SMILES,PHOSPHO1 inh
CSc1ccc(CN2CCC(N3CC(C)OC(C)C3)CC2)cc1 (configuration not stated),29
O=C(O)C1CCC(CNS(=O)(=O)c2ccccc2)CC1 (configuration not stated),24
CCOC(=O)C(NS(=O)(=O)c1ccc(Br)cc1)C(C)C (configuration not stated),13
